High-throughput results as filed in PubChem BioAssay.
Bcl-XL Bim block: inhibitors of Bim-Bcl-XL interaction, human; Q07817; actives 0.04% (n = 190,000); AID 1007; Bim peptide-Bcl-XL binding, bead flow cytometry, fluorescence; inhibition, % at 10 µM
ABCG2 block: inhibitors of human ABCG2 transporter, ABCB1 counter-screen | Q9UNQ0 | IgMXP3 cells, JC-1 efflux, flow cytometry | inhibition, % at 6.6 µM | actives 0.1% (n = 190,000);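 active = inhibition above 80%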;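 also: 0% = DMSO and 100% = nicardipine control wells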
Target sequence (Q9UNQ0 whole entry, looked up): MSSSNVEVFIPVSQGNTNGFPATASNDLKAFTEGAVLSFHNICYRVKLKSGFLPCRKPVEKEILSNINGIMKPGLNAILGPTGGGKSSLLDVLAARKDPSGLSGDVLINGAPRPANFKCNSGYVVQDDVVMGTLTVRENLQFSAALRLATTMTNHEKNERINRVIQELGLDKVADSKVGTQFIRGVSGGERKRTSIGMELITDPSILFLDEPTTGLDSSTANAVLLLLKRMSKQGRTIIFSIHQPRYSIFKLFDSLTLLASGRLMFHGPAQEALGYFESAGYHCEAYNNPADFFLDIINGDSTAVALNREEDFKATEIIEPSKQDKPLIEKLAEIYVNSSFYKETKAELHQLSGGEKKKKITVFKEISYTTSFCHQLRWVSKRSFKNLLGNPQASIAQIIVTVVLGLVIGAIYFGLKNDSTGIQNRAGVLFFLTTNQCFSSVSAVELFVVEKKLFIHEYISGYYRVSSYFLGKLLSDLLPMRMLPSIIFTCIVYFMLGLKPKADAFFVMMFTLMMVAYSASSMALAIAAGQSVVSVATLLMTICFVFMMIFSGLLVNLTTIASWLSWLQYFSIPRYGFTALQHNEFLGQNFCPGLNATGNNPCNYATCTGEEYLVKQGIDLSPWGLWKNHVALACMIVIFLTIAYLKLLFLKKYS
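Assay system – ABCG2 IgMXP3 and barcoded ABCB1 CCRF-Adr cell mix · Input – 3 million cells/mL in well · Reagent – JC-1 fluorescent substrate · Compound – single test compound dose, 6.6 µM final · Timing – 10 min exposure at 25 °C with rotation, no wash · Detection – flow cytometry of retained JC-1 fluorescence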
Bcl-2 Bim block: disrupts Bim peptide binding to human Bcl-2 | P10415 | Bead-based flow cytometry, Bim peptide-Bcl-2 binding | inhibition, % at 10 µM | actives 0.06% (n = 190,000); in the data active = inhibition above about 40%; inconclusive = no clear call, values can overlap the other calls;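 also: 0% = no compound wells with probe peptide and 100% = reference peptide inhibitor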
RGS8-Gao reg: human RGS8-Galphao interaction regulation | P09471 | actives 0.34% (n = 220,000) | AID 1423 | multiplexed bead flow cytometry, RGS8-Galphao binding; actives lie on both sides | response (percent of control binding), % at 10 µM; in the data active = response below about 60% or above about 140%; inactive = in between;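 also: Galphao activated as the GDP aluminium fluoride complex binding bead-coupled RGS8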
RGS4-Gao reg: human RGS4-Galphao interaction regulation; Multiplexed bead flow cytometry, RGS4-Galphao binding; actives lie on both sides; binding response (% of control), % at 10 µM; actives 0.33% (n = 220,000); AID 1415; in the data active = binding response below about 49% or above about 150%; inactive = in between;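 also: fluorescent Galphao activated with aluminum fluoride binding bead-coupled RGS4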
Bim-Bcl-W: inhibitors of Bim-Bcl-W interaction, human; actives 0.02% (n = 190,000); AID 952; inhibition, % at 10 µM; Q92843; bead-based flow cytometry, Bim peptide-Bcl-W binding;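 also: 0% = bound tracer without compound and 100% = peptide blocker; higher means less fluorescent Bim peptide bound to Bcl-W beads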
Target sequence (Q92843 whole entry, looked up): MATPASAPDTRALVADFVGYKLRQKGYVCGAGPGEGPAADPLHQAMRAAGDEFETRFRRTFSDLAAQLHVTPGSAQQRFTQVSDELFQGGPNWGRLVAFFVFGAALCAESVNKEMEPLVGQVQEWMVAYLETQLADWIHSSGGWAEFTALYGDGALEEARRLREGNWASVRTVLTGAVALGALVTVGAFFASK
ABCB1 inh: human ABCB1 inhibition, ABCG2 as counter-screen; P08183; CCRF-Adr cells, JC-1 efflux, flow cytometry; inhibition, % at 6.6 µM; actives 0.067% (n = 190,000); in the data active = inhibition above about 40%;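 also: 0% = vehicle and 100% = reference inhibitor; higher value means more JC-1 retained so stronger ABCB1 efflux block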
Bim-Bcl-B: inhibitors of Bim-Bcl-B interaction, human | Q9HD36 | bead-based flow cytometry, Bim peptide-Bcl-B binding | inhibition, % at 10 µM | actives 0.073% (n = 190,000) | AID 951;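 also: 0% = tracer peptide without compound and 100% = reference inhibitor peptide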
Target sequence (Q9HD36 whole entry, looked up): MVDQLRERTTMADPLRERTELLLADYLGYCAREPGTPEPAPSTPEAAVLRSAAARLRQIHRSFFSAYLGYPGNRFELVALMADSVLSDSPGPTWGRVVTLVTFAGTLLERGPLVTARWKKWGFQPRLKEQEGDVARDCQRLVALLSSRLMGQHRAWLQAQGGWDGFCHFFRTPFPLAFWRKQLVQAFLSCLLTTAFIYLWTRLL
RGS7-Gao reg: regulators of human RGS7-Galphao interaction | actives 0.35% (n = 220,000) | Multiplexed bead flow cytometry, RGS7-Galphao binding; actives lie on both sides | binding response (% of control), % at 10 µM | P09471; in the data active = binding response below about 49% or above about 150%; inconclusive = no clear call, values can overlap the other calls; inactive = in between;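 also: fluorescent Galphao held in activated GDP-AlF4 state binding bead-coupled RGS7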
GSH fluor: GSH bead compound fluorescence profile. actives 0.25% (n = 190,000). AID 1776. fluorescence (KMESF) at 10 µM. GSH beads flow cytometry, compound fluorescence 488/530 nm; active compounds read high; in the data active = fluorescence above about 89;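 also: glutathione beads carrying GST-tagged Bcl family fusion proteins plus one bare bead set; values are compound well signal with DMSO vehicle wells as background; inactives centre near 16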
Bfl-1 Bim block: inhibitors of Bim-Bfl-1 interaction, human; Q16548; Bead-based flow cytometry, Bim-Bfl-1 binding inhibition; inhibition, % at 10 µM; actives 0.12% (n = 190,000); AID 1008;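 also: 0% = wells without compound plus tracer and 100% = blocker peptide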
An asterisk follows results filed as active; ? = inconclusive. Rule as the data show it, unless noted: active = inhibition above about 40%.

SMILES	Bcl-XL Bim block	ABCG2 block	Bcl-2 Bim block	RGS8-Gao reg	RGS4-Gao reg	Bim-Bcl-W	ABCB1 inh	Bim-Bcl-B	RGS7-Gao reg	GSH fluor	Bfl-1 Bim block
COc1cc(C2C(C(=O)Nc3ccc(F)cc3)=C(C)Nc3nc(CCCO)nn32)cc(OC)c1OC (stereo not drawn)	-1.0	0.6	-7.0	102.0	99.3	0.0	0.1	-7.0	96.3	23	-13.0
Nc1ccc2c(c1)Oc1ccccc1C=C2	2.0	-1.9	-4.0	103.4	96.6	-2.0	-0.8	-1.0	92.5	17	0.0
O=C(NC1CCCCC1)c1ccccc1NC(=O)C1CC1	-4.0	2.1	0.0	99.2	98.5	-3.0	1.1	-5.0	99.9	14	-4.0
O=C(COc1ccccc1)NCc1nnc2c3ccccc3c(-c3ccccc3)nn12	-7.0	-0.5	6.0	102.0	103.0	-4.0	2.0	-1.0	98.5	15	3.0
COc1ccc2[nH]c(=O)c(CN(CC3CCCO3)C(=O)Nc3ccccc3)cc2c1 (stereo not drawn)	0.0	2.9	-1.0	93.4	98.4	-4.0	0.8	0.0	99.5	14	2.0
O=S(=O)(O)c1nc2ccccc2n1Cc1ccc(Cl)cc1Cl	-2.0	0.5	-1.0	98.9	100.7	-3.0	0.1	0.0	100.7	14	-3.0
Cc1ccc(S(=O)(=O)Nc2ccc(Cl)cc2)cc1NC(=O)Cn1cnc2c1c(=O)n(C)c(=O)n2C	-3.0	-2.5	-1.0	100.7	96.8	-2.0	-0.7	-2.0	103.2	4	-1.0
CC(C)(O)C#Cc1ccc(C(=O)N2CCCC2C(=O)O)s1 (stereo not drawn)	-1.0	8.7	-1.0	101.5	105.1	-2.0	1.6	-3.0	102.5	21	1.0
CCOC(=O)c1sc2nc(CC(C)C)c3c(c2c1N)CCC3	20.0	11.3	3.0	91.5	97.8	12.0	0.1	14.0	99.6	13	10.0
O=S(=O)(Nc1ccc2c(c1)CCC2)c1cccs1	-7.0	0.1	0.0	100.1	95.9	0.0	-0.1	-3.0	99.4	6	-2.0
CC(c1ccco1)N(C(=O)c1ccccc1NS(=O)(=O)c1cc([N+](=O)[O-])ccc1Cl)c1ccccn1 (stereo not drawn)	0.0	-11.7	5.0	95.3	99.0	1.0	0.9	-1.0	99.4	6	3.0
COc1ccc(-c2csc3nc(C)nc(N4CCN(C(C)=O)CC4)c23)cc1OC	-3.0	3.7	-1.0	105.4	103.5	0.0	0.7	-4.0	102.5	6	-3.0
Cn1c(C(=O)N2CCN(Cc3ccc4c(c3)OCO4)CC2)cc2sccc21	-10.0	3.1	-10.0	102.9	103.7	-7.0	0.6	-9.0	100.9	27	-24.0
CCCCNC(=O)CN(c1cc(C(F)(F)F)ccc1Cl)S(C)(=O)=O	-6.0	5.5	-5.0	101.3	98.2	-3.0	1.3	-9.0	101.5	17	-13.0
O=C(Nc1ccc(Cl)cc1)N(Cc1cccnc1)Cc1ccco1	0.0	10.6	2.0	89.3	90.0	0.0	1.0	1.0	90.5	25	-3.0
Fc1cccc(-c2nnn3c2nc(Cl)c2ccccc23)c1	0.0	13.3	-1.0	96.0	94.1	-3.0	0.8	-8.0	?	17	-1.0
CCc1cc2cc(C)ccc2nc1SCC(=O)N1CCN(C(=O)c2ccco2)CC1	-26.0	4.8	0.0	105.6	94.3	0.0	1.8	-2.0	94.9	254*	-3.0
CC(=O)C1=C(O)C(=O)N(c2ccc(Br)cn2)C1c1ccccc1F (stereo not drawn)	-8.0	-3.1	-4.0	100.8	102.3	-1.0	3.4	-8.0	102.7	32	-16.0
O=C1CC(Nc2ccc(N3CCOCC3)cc2)C(=O)N1c1ccccc1F (stereo not drawn)	-5.0	-3.4	-7.0	102.3	101.7	4.0	-2.9	-11.0	96.5	25	-5.0
C=Cn1c(N2CCOCC2)nc2c1c(=O)[nH]c(=O)n2C	-1.0	1.7	-7.0	102.4	105.5	5.0	0.5	-5.0	103.5	12	-8.0
CC(/C=N/Nc1nnc2c(n1)[nH]c1ccccc12)=C\c1ccco1	-4.0	1.4	-5.0	98.7	99.2	0.0	0.4	-6.0	93.1	10	-7.0
CCOC(=O)C1CCCCN1Cc1cccc(F)c1 (stereo not drawn)	-3.0	3.1	-1.0	100.0	97.9	-1.0	0.4	0.0	100.5	12	0.0
CCOC(=O)C1=NOC(Cn2cc(C(C)=O)c(=O)[nH]c2=O)C1 (stereo not drawn)	-3.0	1.8	16.0	99.7	99.9	-3.0	0.3	0.0	100.0	19	12.0
Cn1c(SCc2ccccc2Cl)nnc1-c1cnccn1	-4.0	2.2	5.0	88.8	95.0	4.0	-0.1	1.0	98.4	25	4.0
C=CCSc1nc2sc3c(c2c(=O)n1CC)CCc1ccccc1-3	-2.0	-2.9	1.0	74.9	95.5	0.0	-0.9	-26.0	123.8	10	29.0
Cc1ccc(NC(=O)C2CC=CCC2C(=O)N2CCCCC2)cc1 (stereo not drawn)	-3.0	1.4	1.0	97.1	97.6	3.0	0.7	4.0	99.4	54	-1.0
CCOCCCNC(=O)Cn1cc2c(n1)CCCC2	-7.0	0.4	-7.0	100.2	97.5	-8.0	-0.1	-8.0	97.0	15	-1.0
COCC(=O)Oc1c(S(=O)(=O)c2ccc(C)cc2)c(C)nn1-c1ccccc1	-4.0	-2.6	-3.0	102.3	99.7	-2.0	-2.8	-9.0	100.0	20	3.0
CSC1=C(C#N)C(c2ccc(C)cc2)C2=C(CCCC2=O)N1 (stereo not drawn)	-3.0	9.0	-2.0	92.8	96.9	0.0	1.6	0.0	94.8	26	-1.0
Cc1ccc(N=Nc2ccc(O)c(/C=N\NC(=O)c3ccc(N)cc3)c2)cc1C	-6.0	-0.7	-3.0	84.2	71.1	-3.0	-0.4	-3.0	71.9	29	0.0

Whole records from above. Screens in order: Bcl-XL Bim block	ABCG2 block	Bcl-2 Bim block	RGS8-Gao reg	RGS4-Gao reg	Bim-Bcl-W	ABCB1 inh	Bim-Bcl-B	RGS7-Gao reg	GSH fluor	Bfl-1 Bim block
Profile of CSC1=C(C#N)C(c2ccc(C)cc2)C2=C(CCCC2=O)N1 (stereo not drawn) → -3.0	9.0	-2.0	92.8	96.9	0.0	1.6	0.0	94.8	26	-1.0
Profile of CCCCNC(=O)CN(c1cc(C(F)(F)F)ccc1Cl)S(C)(=O)=O → -6.0	5.5	-5.0	101.3	98.2	-3.0	1.3	-9.0	101.5	17	-13.0
Profile of CC(/C=N/Nc1nnc2c(n1)[nH]c1ccccc12)=C\c1ccco1 → -4.0	1.4	-5.0	98.7	99.2	0.0	0.4	-6.0	93.1	10	-7.0
Profile of COc1ccc2[nH]c(=O)c(CN(CC3CCCO3)C(=O)Nc3ccccc3)cc2c1 (stereo not drawn) → 0.0	2.9	-1.0	93.4	98.4	-4.0	0.8	0.0	99.5	14	2.0
Profile of O=S(=O)(Nc1ccc2c(c1)CCC2)c1cccs1 → -7.0	0.1	0.0	100.1	95.9	0.0	-0.1	-3.0	99.4	6	-2.0

(further entries)
SMILES	Bcl-XL Bim block	ABCG2 block	Bcl-2 Bim block	RGS8-Gao reg	RGS4-Gao reg	Bim-Bcl-W	ABCB1 inh	Bim-Bcl-B	RGS7-Gao reg	GSH fluor	Bfl-1 Bim block
CCCCCCCCNC(=O)/C(C#N)=C/c1ccc2c(c1)OCCO2	-4.0	7.1	-2.0	106.2	99.8	-1.0	0.2	-2.0	96.9	11	-1.0
O=C(COC(=O)c1n[nH]c2ccccc12)Nc1ccc([N+](=O)[O-])cc1	-4.0	7.5	1.0	78.9	81.4	-4.0	-0.8	-3.0	89.0	21	-1.0
Oc1nc(Nc2cccc(Cl)c2)sc1/C=C1\C=Nc2ccccc21	-7.0	-2.4	-8.0	102.8	102.5	-3.0	-1.1	-9.0	101.2	11	-7.0
COc1ccc(C(=O)/C=C(\C)NCc2ccc3c(c2)OCO3)cc1	-2.0	1.0	-1.0	109.4	109.1	-4.0	0.3	-2.0	106.4	20	-5.0
CCOC(=O)c1cnc2c(OC)cccc2c1N1CCN(c2ccccn2)CC1	-3.0	15.1	-3.0	99.6	98.6	-2.0	12.2	-9.0	?	16	-4.0
CCC(C)c1ccccc1OCCn1ccnc1 (stereo not drawn)	-5.0	19.6	1.0	106.6	97.9	-3.0	1.0	-4.0	99.3	4	-1.0
Cc1c(NC2=NC3(CCCCC3)Cc3ccccc32)c(=O)n(C)n1-c1ccccc1	-4.0	-9.7	-3.0	101.5	97.1	-1.0	0.2	-6.0	97.2	20	-1.0
CCOc1ccc(NC(=O)CCC(=O)NNC(=O)Nc2cccc(Cl)c2)cc1	-4.0	1.7	-3.0	100.2	91.6	-4.0	0.6	-5.0	90.0	19	-5.0
COc1ccc(S(=O)(=O)N(CCc2ccccc2)CC(N)=O)cc1	-1.0	-0.4	-2.0	95.8	97.6	0.0	0.2	-3.0	98.2	26	-7.0
CCOC(=O)c1sc(-c2ccccn2)nc1C	0.0	5.7	-3.0	105.2	103.4	-1.0	0.5	-1.0	102.7	10	-8.0
Cc1ccc2c(c1)C(O)(CC(=O)c1ccc3c(c1)OCO3)C(=O)N2 (stereo not drawn)	0.0	2.6	1.0	101.8	101.2	2.0	0.4	0.0	101.2	23	0.0
Cc1ccc(C)c(NC(=O)CNS(=O)(=O)c2ccccc2)c1	-1.0	1.0	-9.0	99.1	98.4	0.0	0.3	-9.0	95.5	33	-11.0
O=C(NCCN1CCN(c2ccccc2)CC1)c1ccc2c(c1)[nH]c(=S)n1c3ccccc3nc21	-6.0	-1.1	-3.0	105.1	105.2	-3.0	-0.8	-6.0	102.2	7	-7.0
CCOc1ccc(NC(=O)CNC(=O)c2ccc([N+](=O)[O-])cc2)cc1	-4.0	3.1	-1.0	94.9	95.4	-5.0	0.6	-1.0	108.0	19	-5.0
CC(C)(C)c1ccc(OCCCNC2CCCC2)cc1	-3.0	8.1	-1.0	102.9	109.0	0.0	0.5	-3.0	?	18	-4.0
Cc1cc(O)cc2c(=O)c3ccccc3sc12	2.0	6.7	0.0	100.6	98.0	4.0	-0.1	1.0	?	11	-1.0
CCOc1cc(S(=O)(=O)N(CC)CC)c(OCC)cc1-n1cnnn1	2.0	2.5	0.0	91.5	74.8	2.0	0.8	2.0	83.2	7	0.0
COc1ccc(-n2c3c(cc(C(=O)NNc4ccccc4C)c2=O)C(=O)CC(C)(C)C3)cc1	0.0	-1.2	0.0	93.1	84.2	-1.0	0.0	-1.0	92.2	12	-5.0
Clc1ccccc1Cn1nc(-c2ccccc2)nc1-c1ccccc1	-3.0	9.1	-5.0	99.6	100.0	-3.0	1.2	0.0	98.0	11	-3.0
Cc1ccc(NC(=O)COc2nc(C)cs2)cc1	-9.0	1.0	-10.0	105.5	105.9	-3.0	0.3	-8.0	101.9	26	-14.0
C=CCO/N=C(/CCC)C1=C(N)CC(C)(C)CC1=O	-3.0	0.7	-2.0	100.2	100.1	-1.0	0.0	-5.0	102.6	17	-6.0
